Screening data: PubChem, National Center for Advancing Translational Sciences (NCATS)
Giardia FBPA inh: qHTS Assay for Inhibitors of Fructose-1,6-bisphosphate Aldolase from Giardia Lamblia; A8B2U2; purified Giardia FBPA; Potency, µM (top dose mostly 59.6 µM), for the others: at the highest dose activity, negative = inhibition, hits mostly inhibitors; 290,000 tested, 0.71% active; AID 2451, 2010; note: potency is the fitted concentration of half-maximal effect; nearly all actives have a fitted effect of over 55% in size
Target sequence (A8B2U2 whole entry, looked up): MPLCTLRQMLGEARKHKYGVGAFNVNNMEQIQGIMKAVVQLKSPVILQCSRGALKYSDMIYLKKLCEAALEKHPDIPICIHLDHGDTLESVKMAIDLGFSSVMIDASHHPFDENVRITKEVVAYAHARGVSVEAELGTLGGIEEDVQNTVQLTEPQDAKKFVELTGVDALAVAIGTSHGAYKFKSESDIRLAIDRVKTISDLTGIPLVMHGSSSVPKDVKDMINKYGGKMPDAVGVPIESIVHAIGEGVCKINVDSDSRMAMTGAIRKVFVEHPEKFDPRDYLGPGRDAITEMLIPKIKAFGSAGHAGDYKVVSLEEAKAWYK
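40 nM FBPA preincubated 10 min at RT with compound (up to 57.5 uM final), then substrate plus GAPDH/TPI/NAD/arsenate coupling and diaphorase/resazurin added. Fluorescence read after 20 min at RT, 525/598 nm.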
AmpC no deterg: qHTS Inhibitors of AmpC Beta-Lactamase (assay without detergent) | P00811 | 330,000 tested, 0.52% active | Potency, µM (doses to about 57.1 µM), for inactives: at the top dose activity change, negative = inhibition, usual class: inhibitors | AmpC nitrocefin hydrolysis, absorbance 480 nm, 0.0001% Triton;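 note: potency is the fitted concentration of half-maximal effect; plate controls were no compound for no effect and no enzyme for full effect; nearly all actives have a fitted effect of over 20% in size; some results filed as inactive show a strong effect at the top dose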
Target sequence (P00811 whole entry, looked up): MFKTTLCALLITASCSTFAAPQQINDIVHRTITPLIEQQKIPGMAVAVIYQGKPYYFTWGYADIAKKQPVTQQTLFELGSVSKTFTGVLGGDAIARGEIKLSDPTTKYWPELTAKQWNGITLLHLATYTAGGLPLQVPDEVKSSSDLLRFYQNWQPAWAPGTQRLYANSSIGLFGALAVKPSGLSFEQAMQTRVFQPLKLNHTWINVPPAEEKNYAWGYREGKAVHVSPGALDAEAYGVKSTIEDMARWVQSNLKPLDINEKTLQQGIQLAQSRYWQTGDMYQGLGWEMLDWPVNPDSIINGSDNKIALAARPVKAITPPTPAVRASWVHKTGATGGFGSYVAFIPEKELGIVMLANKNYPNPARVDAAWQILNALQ
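20 mM phosphate pH 7.0 + 0.01% (detergent screen) or 0.0001% Triton X-100; 5.3 nM AmpC reagent; cpd preinc 15 min RT; nitrocefin (800 uM stock) to start; A480 q20 s × 4 min; Activity was normalised to no-enzyme and no-compound control wells.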
Sm TGR block: qHTS Assay for the Inhibitors of Schistosoma Mansoni Peroxiredoxins | Schistosoma mansoni thioredoxin glutathione reductase (TGR), Q962Y6 | 360,000 tested, 3% active | AID 485364, 2010 | Potency, µM (titrated, usually from 114 µM), without a hit: top-dose activity change, negative = inhibition, actives largely listed as inhibitors | purified TGR, DTNB reduction, TNB absorbance 405 nm; note: potency is the fitted concentration of half-maximal effect; nearly all actives have a fitted effect of over 60% in size
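First, TGR (20 nM dispensed) and NADPH were mixed with compound. Second, a 15 min room-temperature incubation followed. Third, further NADPH and then DTNB were added to start the reaction. Finally, TNB absorbance was monitored kinetically.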
HCMV inh: qHTS Assay for inhibitors of the human cytomegalovirus (HCMV); 410,000 tested, 4.5% active; HFF cells, HCMV-luciferase reporter, 72 h; stronger effect = lower value; AID 1259415, 2018; activity change, negative = inhibition, % at 57.5 µM; in the data active = activity change below about -60%; inconclusive = no clear call, values can overlap the other calls; inactive = above about -39%
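Screen run at 2 compound doses on HFFs infected with reporter HCMV, MOI 1 PFU/cell. Luciferase activity from cell lysates at 72 h post infection gave inhibition relative to buffer-only and Salinomycin wells.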
AmpC inh detg: qHTS Inhibitors of AmpC Beta-Lactamase (assay with detergent). AmpC hydrolysis of nitrocefin, absorbance 480 nm, 0.01% Triton. P00811. Potency, µM (titrated, usually from 114 µM), for the others: at the top dose activity change, negative = inhibition, usual class: inhibitors. 370,000 tested, 0.041% active;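 note: potency is the fitted concentration of half-maximal effect; 0% = no-compound wells and -100% = no-enzyme wells; nearly all actives have a fitted effect of over 25% in size; some results filed as inactive show a strong effect at the top dose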
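AmpC (5.3 nM in the dispensed reagent) in 20 mM phosphate pH 7.0 with 0.01% (detergent screen) or 0.0001% Triton X-100 was preincubated with compounds for 15 min at room temperature. Nitrocefin was then added from an 800 uM solution, and hydrolysis was followed at 480 nm.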
AMA1-RON2 inh: qHTS for Inhibitors of AMA1-RON; Towards Development of Antimalarial Drug Lead: Primary Screen | Plasmodium falciparum AMA1 (3D7) - RON2 peptide interaction | AlphaScreen AMA1-biotinylated RON2 peptide binding | Potency, µM (top dose mostly 58.2 µM), without a hit: at the highest dose activity change, negative = inhibition, hits mostly inhibitors | 360,000 tested, 0.2% active;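 note: potency is the fitted concentration of half-maximal effect; 0% = vehicle wells and -100% = peptide control; nearly all actives have a fitted effect of over 45% in size; some results filed as inactive show a strong effect at the top dose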
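AMA1 (3D7) with his tag at 25 nM final met compounds first, then biotinylated RON2 peptide at 25 nM; detection used donor plus acceptor beads, 10 µg/mL apiece, read by AlphaScreen after 30 min at room temperature.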
Starred values were filed as active, the others as inactive; ? = inconclusive; · = not tested or not shown; [ ] = another dose, or the depositor's remark. Unless noted, calls come from the whole dose curve; as a rule, active = well fitted curve in the direction sought with a large enough effect; inconclusive = small, poorly fitted or top-dose-only effect, or another doubt; inactive = no such curve, though single readings can be large; an effect the other way counts as inactive or inconclusive. Unless noted, % is set by controls: 0 for no effect and ±100 for the full control effect.

no.	mol	AmpC inh detg	Giardia FBPA inh	AMA1-RON2 inh
1	O=c1[nH]c(O)c(N=Nc2cc(C(F)(F)F)ccc2Cl)c(=O)[nH]1	?	15%	9%
2	CN(C(=O)CCl)C1CCCc2ccccc21 (stereo unspecified)	-7%	-8%	0%
3	CCOC(=O)N1CCN(S(=O)(=O)c2cccc3cccnc23)CC1	-14%	11%	11%
4	CCC(c1nnnn1CC1CCCO1)N(CCCO)Cc1cc2cccc(C)c2[nH]c1=O (stereo unspecified)	?	2%	14%
5	CCN(C(=O)c1ccco1)c1nnc(-c2ccc(OC)cc2)s1	-10%	-21%	-15%
6	COc1ccc(-c2[nH]c(-c3cc(OC)c4c(c3)OCO4)nc2-c2ccccc2)cc1	0%	-3%	7%[11.6 µM]
7	Clc1ccc(Cn2ncc3c(NCc4ccco4)ncnc32)c(Cl)c1	1%	-8%	3%
8	COc1ccc(OC)c(/C=C/C(=O)c2ccc3c(c2)OCO3)c1	11%	·	-2%
9	NC(=O)C1CCN(c2oc(-c3cccs3)nc2S(=O)(=O)c2ccc(Br)cc2)CC1	·	·	-4%
10	Cc1cc(Br)cc(Cl)c1OCC(=O)NC(=O)NCc1ccccc1	-6%	1%	-4%

no.	Sm TGR block	HCMV inh	AmpC no deterg
1	-20%	?	-6%[11.4 µM]
2	11µM*	5	-19%
3	4%	-9	-10%
4	-2%	-3	0%
5	-19%	75	-14%
6	-4%	-71*	-12%
7	-32%	-21	-7%
8	-17%	-30	-30%
9	·	3	-4%
10	-9%	6	-11%

Going on with the list:
no.	mol	AmpC inh detg	Giardia FBPA inh	AMA1-RON2 inh
11	CNS(=O)(=O)c1ccc(N=Cc2c(O)n(-c3ccc(C)cc3)c(=O)[nH]c2=O)cc1	2%	1%	7%
12	CCOc1ccc(N2CC(C(=O)N3CCN(c4ccccn4)CC3)CC2=O)cc1 (stereo unspecified)	-9%	·	-8%
13	COC(=O)C(CO)Nc1ncnc2onc(-c3ccc(F)cc3)c12 (stereo unspecified)	-12%	3%	2%
14	O=c1/c(=C/c2ccc(O)c([N+](=O)[O-])c2)sc2nc3ccccc3n12	-12%	-6%	-3%
15	O=C(N/C(=C/c1cccs1)C(=O)N1CCCCCC1)c1ccccc1	-13%	0%	-1%
16	O=C(O)COc1ccc(NC(=O)c2ccc(NC(=O)c3ccco3)cc2)cc1	?	2%	7%
17	CC(C)(Oc1ccc(Cl)cc1)C(=O)NC1=NN(c2ccccc2)C(=O)C1	-17%	1%	-3%[2.32 µM]
18	CCOC(=O)c1cc2c(=O)n3ccccc3nc2n(Cc2ccco2)c1=NC(=O)c1ccc(C)c(C)c1	6%	·	·
19	Cn1nnc2cc(C(=O)N3CCN(c4ccccn4)CC3)ccc21	?	-8%	23%
20	Cc1cc(C)n2nc(SCCOc3ccc(F)cc3)nc2n1	2%	-1%	-8%

no.	Sm TGR block	HCMV inh	AmpC no deterg
11	-30%	?	-2%
12	-16%	-25	17%
13	?	-28	-18%
14	-13%	?	-21%
15	-22%	-98*	-10%
16	?	-3	-12%[11.4 µM]
17	-8%	-28	-33%
18	-30%	2	·
19	1%	5	-15%
20	-2%	-31	21%

(continued)
no.	mol	AmpC inh detg	Giardia FBPA inh	AMA1-RON2 inh
21	O=C(/C=C/c1cccc(C(F)(F)F)c1)NNC(=O)c1ccncc1	-9%	·	82%[activator]
22	NC1=NC[C@@H](Cc2ccc(O)cc2)N1CCc1cccc(F)c1	11%	-2%	-2%
23	OC1CCN(c2cc(-c3ccccc3)nc3cc(-c4ccc(F)cc4)nn23)CC1	-11%	-6%	4%
24	COc1ccc(NC(=O)C(NC(=O)c2ccccc2)C(C)C)cc1 (stereo unspecified)	-7%	-1%	0%
25	O=C(c1ccc2c(=O)n(C3CCCC3)c(=S)[nH]c2c1)N1CCN(C2CCCCC2)CC1	-14%	1%	19%
26	Cc1ccc(C(C)C)c(OCCCCCN2CCOCC2)c1	-13%	?	-24%
27	O=[N+]([O-])c1cccc(CSc2cccc[n+]2[O-])c1	-16%	-5%	-1%
28	O=C(OCC(=O)c1c[nH]c2ccccc12)c1cccc(S(=O)(=O)N2CCCCCC2)c1	-9%	-3%	0%
29	Cc1ccc(C)c(N2CCN(c3ncnc4c3cnn4-c3ccccc3)CC2)c1	?	3%	20%
30	CCOC(=O)c1ccc(N2C(=O)c3[nH]nc(-c4ccc(OC)cc4)c3C2c2cccc(O)c2)cc1 (stereo unspecified)	3%	·	·

no.	Sm TGR block	HCMV inh	AmpC no deterg
21	-1%	-76*	49%
22	9%	9	-37%
23	·	-30	126%[activator]
24	4%	7	-2%
25	-24%	21	-24%
26	-5%	-23	75%[activator]
27	-9%	-18	-8%[11.4 µM]
28	-14%	34	-44%
29	-3%	-30	-15%
30	2%	-107*	·

(cont.)
no.	mol	AmpC inh detg	Giardia FBPA inh	AMA1-RON2 inh
31	CC(=O)OC(C(=O)NC1CCCCC1)c1ccccc1 (stereo unspecified)	-4%	7%	-15%
32	Cc1ccnc(SC2CC(=O)N(c3ccc(Cl)cc3)C2=O)n1 (stereo unspecified)	-6%	14%	1%
33	CCOC(=O)C1CCN(CC(=O)Nc2c(C(=O)OC)[nH]c3cccc(Cl)c23)CC1	-6%	1%	6%
34	O=[N+]([O-])c1ccc(C(=S)N2CCN(c3ccc(F)cc3)CC2)cc1	2%	-9%	?
35	CCCn1c(SCC(=O)Nc2nc3c(s2)CCCC3)nc2c1c(=O)n(C)c(=O)n2C	?	13%	-13%
36	CCc1cc2c(=O)n(CCC(C)C)c(=S)[nH]c2s1	?	7%	51%[activator]
37	CCOc1ccc(CNS(=O)(=O)c2ccc3c(c2)CCCN3C(C)=O)cc1OC	2%	·	·
38	O=C(Cc1cccs1)N1CCN=C1SCc1ccccc1F	?	-4%	-12%
39	CCN(CC)C(=O)c1cnn(-c2ccccc2)c1NC(=O)c1ccco1	5%	0%	0%
40	CCc1c(C)nc2ncnn2c1NCCc1ccc(OC)cc1	-1%	-9%	3%

no.	Sm TGR block	HCMV inh	AmpC no deterg
31	-2%	-34	-6%
32	50µM*	0	-7%
33	-6%	7	115%[activator]
34	·	17	-28%
35	2%	3	-3%
36	-1%	-22	-58%[11.4 µM]
37	1%	-7	·
38	-1%	-29	-8%
39	-2%	9	-3%
40	-2%	-92*	-17%

(more compounds)
no.	mol	AmpC inh detg	Giardia FBPA inh	AMA1-RON2 inh
41	CCCN(CC(=O)Nc1ccccc1C)C(=O)c1ccc(C)c(S(=O)(=O)N2CCCCC2)c1	-19%	·	10%
42	CCCCC1=CC2=CC(=O)C(C)(OC(=O)CC)C(=O)C2=CN1CCCOC(C)C (stereo unspecified)	-3%	?	0%
43	CS(=O)(=O)N1CCCC(C(=O)Nc2ccc(F)cc2F)C1 (stereo unspecified)	3%	3%	-4%
44	COc1ccc(C(C(=O)NC2CCCCC2)N(C(=O)c2cccs2)c2ccc3c(c2)OCO3)cc1 (stereo unspecified)	-1%	4%	4%
45	Cc1cc(C)n(-c2ccc(S(=O)(=O)N3CCOCC3)cc2[N+](=O)[O-])n1	6%	-2%	-1%
46	Cc1ccc(S(=O)(=O)Nc2c(C)nc3nc(C)[nH]n3c2=O)cc1	-13%	-11%	0%
47	O=C(COc1ccc(Cl)cc1)Nc1ccccc1C(=O)NCc1ccco1	?	9%	-8%
48	COc1cccc(C(=O)NC(=NCCc2c[nH]c3ccc(OC)cc23)Nc2nc(C)cc(C)n2)c1	1%	·	·
49	C=CCn1c2ccccc2c2nnc(SCc3[nH]c(=O)[nH]c3C(=O)CCCCC(=O)OCC)nc21	1%	-4%	-3%
50	O=C(NCCc1ccncc1)Nc1ccc(F)cc1	-7%	7%	9%

no.	Sm TGR block	HCMV inh	AmpC no deterg
41	-1%	-20	14%
42	-25%	-4	223%[activator]
43	10%	-21	-10%
44	-10%	?	-8%
45	?	18	-2%
46	-5%	-38	-9%
47	4%	53	-5%
48	46%[activator]	-31	·
49	-31%	?	57%
50	7%	18	-11%

Following part.
no.	mol	AmpC inh detg	Giardia FBPA inh	AMA1-RON2 inh
51	CC(=O)N1CCN(C(=O)c2cc(S(=O)(=O)N(C)c3ccc(F)cc3)ccc2Cl)CC1	?	·	-1%
52	CCN(C(=O)Cn1c(=O)n(Cc2ccc3c(c2)OCO3)c(=O)c2ccc(C(=O)NC3CCCCC3)cc21)c1cccc(C)c1	3%	·	·
53	Cc1cc(OCc2nnc(SC(C)C(=O)O)n2Cc2ccccc2)ccc1Cl (stereo unspecified)	-2%	20%	10%
54	COc1ccc2c(c1)CCc1cn3nc(C)cc3nc1-2	-3%	18µM*	62%[activator]
55	COc1ccc(OC)c(NC(=O)CSc2nnc3ccc4ccccc4n23)c1	0%	·	·
56	COc1ccc(C(=O)NC2CCSc3ccccc32)cc1S(=O)(=O)N1CCOCC1 (stereo unspecified)	-7%	·	14%
57	Cc1nc2nc(SCC(=O)NCc3ccco3)nn2c(C)c1Cc1c(F)cccc1Cl	2%	-1%	-1%
58	Cc1ccc(NC(=O)COC(=O)Cn2cnc3c2c(=O)n(C)c(=O)n3C)c(Cl)c1	?	1%	4%
59	CCN(CC)c1ccc(N=Cc2c(O)n(CCC3=CCCCC3)c(=O)[nH]c2=O)cc1	-12%	-8%	3%
60	CCOc1ccc(C(=O)NCC(=O)NNC(=O)c2cc(C)oc2C)cc1OCC	·	·	35%[activator]
61	CN(C)C(=O)c1cn(-c2ccccc2)nc1-c1cc2ccccc2o1	-13%	-17%	2%

no.	Sm TGR block	HCMV inh	AmpC no deterg
51	-19%	-28	34%
52	12%	7	·
53	2%[57.1 µM]	?	-12%
54	-13%	19	-2%
55	0%	-15	·
56	5%	-23	154%[activator]
57	50µM*	-24	0%
58	-7%	-2	0%
59	-3%	27	-22%
60	·	3	-18%
61	4%	?	135%[activator]

Quoted at random: four entries already listed, in no set order.
no.	mol	AmpC inh detg	Giardia FBPA inh	AMA1-RON2 inh
51	CC(=O)N1CCN(C(=O)c2cc(S(=O)(=O)N(C)c3ccc(F)cc3)ccc2Cl)CC1	?	·	-1%
55	COc1ccc(OC)c(NC(=O)CSc2nnc3ccc4ccccc4n23)c1	0%	·	·
52	CCN(C(=O)Cn1c(=O)n(Cc2ccc3c(c2)OCO3)c(=O)c2ccc(C(=O)NC3CCCCC3)cc21)c1cccc(C)c1	3%	·	·
54	COc1ccc2c(c1)CCc1cn3nc(C)cc3nc1-2	-3%	18µM*	62%[activator]

no.	Sm TGR block	HCMV inh	AmpC no deterg
51	-19%	-28	34%
55	0%	-15	·
52	12%	7	·
54	-13%	19	-2%

This is a random part of the collection. About 7.8% of those tested had a hit in this group.
